CCR6 antag = antagonists of human CCR6 receptor. P51684. CHO-K1 CCR6 PathHunter beta-arrestin, luminescence, CCL20-stimulated. inhibition, % at 20 µM. hit rate 0.49% among 340,000. AID 493098;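 active = compounds whose inhibition of the agonist-driven luminescence signal at 20 µM reaches about 50%, limit read from the data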;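 note: cells stimulated with CCL20 at 14 nM final; plate controls were DMSO with CCL20 for no effect and DMSO without agonist for full effect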
Target sequence (P51684 whole entry, looked up): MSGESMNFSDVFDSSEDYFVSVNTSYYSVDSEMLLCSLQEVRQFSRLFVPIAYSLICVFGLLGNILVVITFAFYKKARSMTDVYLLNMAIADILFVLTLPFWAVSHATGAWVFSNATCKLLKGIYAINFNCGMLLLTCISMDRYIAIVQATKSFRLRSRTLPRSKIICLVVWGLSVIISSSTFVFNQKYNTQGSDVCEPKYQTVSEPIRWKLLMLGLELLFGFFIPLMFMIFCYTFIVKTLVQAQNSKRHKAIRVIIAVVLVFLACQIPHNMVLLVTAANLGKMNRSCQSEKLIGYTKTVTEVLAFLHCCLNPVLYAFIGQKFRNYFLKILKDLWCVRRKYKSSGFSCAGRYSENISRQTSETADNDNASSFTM
ATG4B inh = ATG4B (human) cysteine protease inhibition. hit rate 0.51% among 340,000. Q9Y4P1. inhibition, % at 8.33 µM. ATG4B cleavage of LC3-PLA2, NBD-HPC fluorescence, 1 h; in the data active = inhibition above about 40%
EBI2 block = antagonists of human EBI2 receptor. inhibition, % at 5 µM. EBI2 beta-arrestin recruitment, luminescence, 7a,25-OHC stimulated. hit rate 0.81% among 360,000. AID 651636. P32249; in the data active = inhibition above about 38%;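 note: enzyme fragment complementation signal reports receptor beta-arrestin coupling in cells; 0% = agonist plus DMSO wells and 100% = wells without agonist; some results beyond the cut were filed as inactive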
UBC13 inh = blocks human UBC13 polyubiquitin chain formation | P61088 | TR-FRET | inhibition, % at 20 µM | hit rate 0.47% among 330,000; in the data active = inhibition above about 45%, passing the limit was not always enough
Target sequence (P61088 whole entry, looked up): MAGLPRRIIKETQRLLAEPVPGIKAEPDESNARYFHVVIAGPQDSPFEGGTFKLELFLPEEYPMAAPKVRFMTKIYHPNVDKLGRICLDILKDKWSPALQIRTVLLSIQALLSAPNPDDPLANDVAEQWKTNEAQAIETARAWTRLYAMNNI
APJ antagonist = blocks the human apelin receptor APJ | CHO-K1 APJ beta-arrestin complementation, luminescence | inhibition, % at 20 µM | hit rate 0.32% among 330,000 | AID 2521;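 active = inhibition above about 40% at 20 µM, limit read from the data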;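 note: cells challenged with 10 nM apelin-13 agonist together with compound; plate controls were apelin-13 plus DMSO wells for no effect and DMSO wells lacking apelin-13 for full effect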
APJ agonist = activates the human apelin receptor APJ; P35414; CHO-K1 APJ PathHunter beta-arrestin, luminescence; 0% DMSO wells, 100% apelin; activation, % at 20 µM; hit rate 0.11% among 330,000; AID 2520;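 active = activation more than six SD over the plate average, tested at 20 µM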;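 note: 0% = DMSO alone and 100% = apelin-13 at 10 nM; some results filed as inactive read as strong as hits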
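Assay system: engineered CHO-K1 APJ arrestin reporter cells; Amount: 1000 CHO-K1 reporter cells seeded per well; Dosing: one dose, 20 µM compound, 1% DMSO; Times: compound stimulation 90 min at 25 °C, detection 60 min; Measured by: luminescent beta-gal fragment complementation, chemiluminescent substrate; Read-out: APJ–arrestin association signal; Controls: DMSO vs Apelin-13 10 nM.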
Gli-Sufu block = blocks Gli-Sufu signaling in a luciferase reporter. Sufu-KO-LIGHT fibroblasts, Gli luciferase reporter luminescence. inhibition, % at 5 µM. AID 588413. hit rate 0.74% among 340,000;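 active = inhibition above about 55%, limit read from the data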;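 note: 0% = DMSO-treated cells and 100% = wells with medium but no cells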
CXCR6 block = CXCR6 (human) receptor inhibition. O00574. CHO-K1 PathHunter CXCR6 beta-arrestin, luminescence. inhibition, % at 20 µM. hit rate 0.36% among 360,000. AID 602244; in the data active = inhibition above about 34%, passing the limit was not always enough;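 note: antagonist mode with CXCL16 agonist at 10 nM final; 0% = 10 nM CXCL16 with DMSO and 100% = unstimulated wells without agonist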
Target sequence (O00574 whole entry, looked up): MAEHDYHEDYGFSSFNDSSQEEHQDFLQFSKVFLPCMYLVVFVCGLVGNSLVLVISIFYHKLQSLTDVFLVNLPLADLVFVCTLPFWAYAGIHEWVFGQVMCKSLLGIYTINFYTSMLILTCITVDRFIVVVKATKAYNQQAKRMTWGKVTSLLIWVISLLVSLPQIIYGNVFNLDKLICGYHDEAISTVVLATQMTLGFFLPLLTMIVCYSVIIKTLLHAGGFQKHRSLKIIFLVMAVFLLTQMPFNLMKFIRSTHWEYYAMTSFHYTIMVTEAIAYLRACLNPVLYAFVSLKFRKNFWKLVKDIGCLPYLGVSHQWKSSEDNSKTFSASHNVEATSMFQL
An asterisk follows results filed as active; nt = not tested or not shown.

SMILES	CCR6 antag	ATG4B inh	EBI2 block	UBC13 inh	APJ antagonist	APJ agonist	Gli-Sufu block	CXCR6 block
COC(=O)CSc1nc2ccccn2c(=O)c1C=O	9	2	4	-11	9	-1	8	4
Cc1ccc(C)c(NC(=O)c2cc(-c3ccccc3)nn2-c2ccccc2)c1	28	17	41	15	-5	-4	12	11
CC(NC(=O)C1CCC1)c1ccccc1 (centres undefined)	4	-12	-5	-1	-9	-7	3	-1
O=C(NC1CC2CCC(C1)N2Cc1ccco1)c1ccccc1 (centres undefined)	4	6	-4	4	9	6	-4	-5
COc1ccc(S(=O)(=O)N2c3ccccc3OCC2c2ccccc2)cc1 (centres undefined)	12	3	6	-5	-14	0	4	-5
CCOc1cc(CNCCN(C)C)c(Cl)cc1OCC(=O)NCCc1ccccc1	9	-1	7	7	3	-1	30	-3
Cc1ccc(S(=O)(=O)Nc2ccccc2C(=O)Nc2sccc2C(=O)NN(C)C)cc1	8	-15	-2	4	6	-5	-7	6
CCn1c(COc2ccccc2C)nc2ccccc21	-16	24	7	6	2	-3	-34	1
Cc1ccc(O)c(CNc2ccccn2)c1	27	-9	-2	4	-5	1	-6	0
COC(=O)c1ccccc1NC(=O)CSc1nnc(C(CO)NC(=O)c2ccccc2)n1C (centres undefined)	2	-3	-4	10	4	4	17	-1
CC1(C)Cc2ccccc2-c2nc3ccccc3c(=O)n21	14	6	6	5	7	-4	10	23
COc1cccc(-c2nnc(SCC(=O)Nc3ccc4c(c3)OCCO4)n2Cc2ccco2)c1	17	-1	17	-8	-28	4	2	3
C=CCN(CC=C)S(=O)(=O)c1ccc(NC(=S)NC(=O)/C=C/c2cccc3ccccc23)cc1	52*	-3	19	-13	28	-3	1	4
O=C(O)c1nnsc1-c1csnn1	10	1	-12	nt	nt	nt	4	1
Cc1ccc(NC(=S)N(Cc2ccc(Br)cc2)Cc2ccc(C(=O)O)cc2)cc1C	13	7	-6	-18	12	-3	-7	1
COC(=O)c1cc(COc2ccc3c(c2)oc(=O)c2ccccc23)c(C)o1	-3	2	8	22	16	1	3	5
Cc1cc(Br)c2[nH]c3c(c2c1)CCCC3=O	2	9	3	1	10	1	12	-15
CCC(=O)Nc1ccccc1C(=O)OCC(=O)c1cccc2ccccc12	16	10	20	-22	-11	-1	-2	-2
O=C(CN1C(=O)/C(=C\c2cccc(Br)c2)Oc2ccccc21)NCCCN1CCOCC1	30	-2	-1	42	24	-1	-2	-3
O=S(=O)(Nc1nc2ccccc2nc1N1CCN(c2ccccc2)CC1)c1ccc(F)cc1	-12	28	8	-10	-1	0	9	-8
CC1(C)Cc2c(ccc3ccccc23)/C(=C/C#N)N1	4	-20	8	6	4	-4	-2	-2
COC(=O)c1ccc(COc2ccccc2/C=N/NS(=O)(=O)c2ccc(C)cc2)cc1	24	-28	13	-2	-12	-6	3	9
Cc1ccc(-n2nc3c(c2NC(=O)c2ccco2)CS(=O)(=O)C3)c(C)c1	3	-10	-2	0	23	-6	6	3
Cc1ccc(C(=O)Nc2ccccc2C(=O)O)cc1S(=O)(=O)Nc1ccccc1	-36	3	-7	0	-3	-2	-6	-11
O=c1cc(-c2ccccc2)nc2nc(-c3ccccc3)[nH]n12	-1	5	6	-5	2	-1	-32	1
(cont.)
SMILES	CCR6 antag	ATG4B inh	EBI2 block	UBC13 inh	APJ antagonist	APJ agonist	Gli-Sufu block	CXCR6 block
COc1ccc(/C=N/NC(=O)c2nc(Cl)c(Cl)c(N)c2Cl)cc1COc1ccccc1F	-8	-4	-25	-5	-9	1	1	-13
O=C(COc1ccccc1)NNC(=O)c1cc2ccccc2oc1=O	8	-5	-7	-2	0	-2	-5	8
Cc1ccc(-c2nnc(-n3nc(C)cc3C)c3ccccc23)cc1	5	3	-6	-3	6	-3	-7	-7
COC(=O)C1CCN(C(=O)/C=C/c2ccc3c(c2)OCO3)CC1	7	0	57*	-8	1	0	-18	5
O=C(CNC(=O)c1cccs1)OCC(=O)c1ccccc1	6	16	-12	4	-3	-4	0	-2
O=C(Nc1nc2c(Cl)ccc(Cl)c2s1)C1CC1	5	-9	-11	12	-23	-3	-3	-10
COCCNC(=O)C(c1ccc(Cl)cc1)N(CCOC)C(=O)CCC(=O)Nc1nccs1 (centres undefined)	3	-1	-4	3	-4	1	2	-2
COc1cc(C(=O)COC(=O)C2CCCCC2)cc(OC)c1OC	6	-5	-6	18	8	-3	-3	-1
CC(=O)c1cn(-c2ccc(Cl)cc2)c(=O)[nH]c1=O	2	-5	-6	7	9	-3	16	12
Cc1ccc(N2C(=O)CC(c3ccsc3)C3=C2CC(C)(C)CC3=O)cc1 (centres undefined)	3	6	2	3	17	0	10	2
CCCCOC(=O)c1ccc(NC(=O)COC(=O)C2CSC3(C)CCC(=O)N23)cc1 (centres undefined)	11	-3	-8	-1	-72	-1	-21	-5
CCOc1ccc(NC(=O)CCC(=O)OC)cc1	-5	4	-4	-8	0	2	3	-16
S=C1NCN(Cc2ccco2)CN1c1ccccc1	13	17	-6	2	11	-1	6	4
Cc1ccc2oc(/N=C(\N)NC(=O)C3CC3)nc2c1	-7	-5	-5	6	4	-6	-93	-1
CN(C)CCCN(C(=O)c1ccc(S(=O)(=O)N2CCCCC2)cc1)c1nc2cc3c(cc2s1)OCO3	9	-1	7	55*	-5	1	38	0
COCc1cc(=O)n2[nH]c(C(C)(C)C)cc2n1	-4	8	-1	7	0	2	-8	-6
Cc1cc2oc(=O)cc(CN3CCOCC3)c2cc1C(C)C	10	-2	3	0	1	-4	-8	-6
CCC(C)Sc1nc2c(c(=O)[nH]c(=O)n2C)n1Cc1ccc(Cl)cc1 (centres undefined)	18	2	10	2	-12	5	7	9
Cn1c(=O)c2c(nc(NCc3cccnc3)n2Cc2ccc(Cl)cc2)n(C)c1=O	0	-10	0	10	-2	0	-1	3
Cc1ccc(C)c(NC(=O)Cn2nnc(-c3ccc(N4CCOCC4)cc3)n2)c1	-11	-8	21	-14	3	-2	-26	-2
COC(=O)[C@]1(Cc2ccccc2)N[C@H](c2ccc(-c3cc(C(C)=O)cs3)cc2)[C@@H]2C(=O)N(C)C(=O)[C@@H]21	8	-8	11	10	14	-4	15	0
COc1c(Cl)cc(Cl)cc1C(=O)Nc1ccc(C(=O)O)cc1	5	0	-2	2	15	0	0	1
Cc1ccc(C(=O)NC(=S)Nc2ccc3[nH]c(=O)[nH]c3c2)cc1	8	9	11	4	5	1	-2	9
COc1ccc(NC2CCCN(C(=O)c3ccc4nc(C)c(C)nc4c3)C2)cc1OC (centres undefined)	6	-4	-12	-11	1	3	-9	-6
O=C(O)c1ccccc1C(=O)N(c1ccccc1)c1ccccc1	14	0	1	-4	8	1	-6	-3
(list continues)
SMILES	CCR6 antag	ATG4B inh	EBI2 block	UBC13 inh	APJ antagonist	APJ agonist	Gli-Sufu block	CXCR6 block
COc1ccc(-c2cc(C(=O)NCC(c3ccco3)N(C)C)c3ccccc3n2)cc1OC (centres undefined)	11	-9	8	5	13	7	10	4
O=C(c1ccco1)N1CCN(C(=O)c2ccccc2OCc2ccc(Cl)cc2)CC1	14	0	0	8	5	-5	3	6
S=C1NCCc2ccc(Cl)cc2C1c1ccccc1Cl (centres undefined)	30	-4	3	-2	22	-7	-4	11
Cc1cccc(N=C2NC(=O)/C(=C/c3cccs3)S2)c1	19	15	7	-22	-2	1	-7	10
COc1ccccc1OCCCn1c(=O)sc2ccccc21	14	-2	9	4	15	0	-27	-2
S=c1[nH]c2cc(Br)cnc2[nH]1	-2	-8	-12	-11	6	7	-3	-13
COc1ccc(NS(=O)(=O)c2cccc(C(=O)N3CCN(C(=O)c4ccco4)CC3)c2)cc1	8	0	-5	0	-2	-2	4	-6
O=C(COc1ccccc1F)N1c2ccccc2CCc2ccccc21	19	-8	10	-7	-12	-5	3	0
O=C(CNC(=O)c1cccs1)OCC(=O)c1ccc([N+](=O)[O-])cc1	-8	8	2	-11	-40	0	-4	-2
COc1cc2cc(CN(CCCN3CCOCC3)C(=O)Nc3ccc(F)cc3)c(=O)[nH]c2cc1OC	-7	-6	-9	2	5	-1	4	-1
C=CCCO[C@@H]1O[C@@H](C)[C@H](O)C[C@H]1O	-1	-14	3	-10	5	-3	6	-5
CCS(=O)(=O)Nc1c(C(=O)OC)[nH]c2ccccc12	8	1	-15	1	10	-4	1	-2
CCOC(=O)N1CCN(C(=O)CSc2ccc(C(=O)OC)cc2[N+](=O)[O-])CC1	4	-8	-12	2	10	-2	3	-4
COc1cc(-c2nnc(COC(=O)c3nn(CC(C)C)c(=O)c4ccccc34)o2)cc(OC)c1OC	-13	11	0	2	2	5	0	-4
Cc1ccnc(NC(=O)c2ccccc2NC(=O)c2ccccc2)c1	8	0	7	10	-9	-2	12	-10
O=C(Nc1ccc(NC(=S)NC(=O)c2cccs2)cc1)c1ccco1	27	-11	-4	-6	20	-1	-32	10
CCc1nc2ccc(C(=O)NCCc3ccccc3OC)cc2nc1CC	5	9	3	-15	22	3	nt	-8
O=C(CNC(=O)c1ccc(Br)o1)Nc1ccccc1	5	-6	-4	4	10	-2	1	-4
COc1cccc(CN(C)C(=S)Nc2ccc(C)c(C)c2)c1	-2	4	-5	-15	-7	-2	0	-3
CCOc1ccccc1NC(=O)C1CCCN(S(=O)(=O)c2ccc(OC)c(C)c2)C1 (centres undefined)	1	-2	5	8	-8	-2	-2	2
CC(=O)Nc1ccc(C(=S)NCc2ccco2)cc1	10	0	0	6	-2	-4	-3	-3
O=C(Cn1ncc2c([nH]c3ccccc32)c1=O)NCC1CCN(Cc2ccc(F)cc2)CC1	-2	0	-12	-7	-10	0	-21	1
COc1ccc(N2COC3c4cccc5cccc(c45)C32)cc1 (centres undefined)	15	-1	33	-15	7	-5	13	2
C=CCn1c(=O)c(C(=O)Nc2cccnc2)c(O)c2ccccc21	15	-9	-3	10	-4	4	3	-14
COc1ccccc1NC(=O)Cc1noc(CSc2nnc(N)s2)n1	-15	5	-5	-7	0	-1	-2	-3

A different layout for some results above.
Structure | CCR6 antag | ATG4B inh | EBI2 block | UBC13 inh | APJ antagonist | APJ agonist | Gli-Sufu block | CXCR6 block
COc1ccc(N2COC3c4cccc5cccc(c45)C32)cc1 (centres undefined) | 15 | -1 | 33 | -15 | 7 | -5 | 13 | 2
CCOC(=O)N1CCN(C(=O)CSc2ccc(C(=O)OC)cc2[N+](=O)[O-])CC1 | 4 | -8 | -12 | 2 | 10 | -2 | 3 | -4
CCS(=O)(=O)Nc1c(C(=O)OC)[nH]c2ccccc12 | 8 | 1 | -15 | 1 | 10 | -4 | 1 | -2

Next section.
SMILES	CCR6 antag	ATG4B inh	EBI2 block	UBC13 inh	APJ antagonist	APJ agonist	Gli-Sufu block	CXCR6 block
COc1ccc(CCN2C(=O)C3C4C=CC(C3C2=O)C2C(=O)N(CCc3ccc(OC)c(OC)c3)C(=O)C42)cc1OC (centres undefined)	0	-10	7	8	-17	0	8	3
CCCOc1ccc(C(=O)Nc2cc(S(=O)(=O)N3CCOCC3)ccc2N2CCN(CC)CC2)cc1OC	0	-14	-4	nt	nt	nt	13	8
O=C(CSc1ncnc2nc[nH]c12)N1CCOCC1	10	2	7	4	-6	-3	2	4
Cc1nc2cccnc2nc1C	-9	5	1	5	4	-3	-25	4
CN(C)S(=O)(=O)c1ccc(C(=O)N2CCOCC2)cc1	6	-7	-1	-1	-4	-1	0	-7
CCn1c(SCC(=O)NC2CCCCC2)nnc1C(CO)NC(=O)c1ccccc1 (centres undefined)	2	2	-7	-8	-45	6	-4	3

Some values from the list.
Value of `Cc1nc2cccnc2nc1C` in UBC13 inh: 5
Value of `CCCOc1ccc(C(=O)Nc2cc(S(=O)(=O)N3CCOCC3)ccc2N2CCN(CC)CC2)cc1OC` in CCR6 antag: 0
Value of `O=C(CSc1ncnc2nc[nH]c12)N1CCOCC1` in APJ antagonist: -6
Value of `COc1ccc(CCN2C(=O)C3C4C=CC(C3C2=O)C2C(=O)N(CCc3ccc(OC)c(OC)c3)C(=O)C42)cc1OC` (centres undefined) in EBI2 block: 7
Value of `CN(C)S(=O)(=O)c1ccc(C(=O)N2CCOCC2)cc1` in Gli-Sufu block: 0

No enrichment for hits. Share with any hit: about 3%.
